Compound activity deposited in PubChem BioAssay by several laboratories.
core dimer inh: HCV core protein dimerization inhibition; inhibition, % at 5 µM; 0.33% of 300,000 active; TR-FRET GST/Flag-core106 dimerization, 1536-well;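 active means inhibition above the mean of all tested compounds plus 3 SD, set per screening campaign, cut at about 45% in these data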
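Material: GST/Flag-tagged HCV core106 proteins. Incubation: 4 h, 22.5 °C incubation. Read-out basis: inhibition (%) from 671 over 617 nm ratio. Measured by: TR-FRET, excitation 340 nm, emission 617 and 671 nm.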
LYPLA2 inh: blocks human lysophospholipase 2, a PME1 counter-screen; O95372; recombinant LYPLA2, FP-Rh probe fluorescence polarization; inhibition, % at 5.9 µM; 0.38% of 320,000 active;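 active means inhibition above the screen-wide mean plus 3 SD, limit set per campaign, cut at about 26% in these data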;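 further: 0% = LYPLA2 with DMSO and 100% = wells lacking LYPLA2 enzyme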
Target sequence (O95372 whole entry, looked up): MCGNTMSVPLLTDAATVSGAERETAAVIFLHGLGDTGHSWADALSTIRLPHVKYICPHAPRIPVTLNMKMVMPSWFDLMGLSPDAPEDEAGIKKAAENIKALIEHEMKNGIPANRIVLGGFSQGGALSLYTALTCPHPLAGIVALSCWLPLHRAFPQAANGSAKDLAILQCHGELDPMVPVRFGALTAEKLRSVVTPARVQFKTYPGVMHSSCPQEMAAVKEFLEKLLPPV
Fh CTSL1 inh: cathepsin L1 inhibition, PFM18AAP counter-screen; 0.49% of 300,000 active; AID 1906; inhibition, % at 5.96 µM; recombinant F. hepatica cathepsin L1, Z-Leu-Arg-MCA fluorescence;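 active means inhibition above the mean of all tested compounds plus 3 SD, set per screening campaign, cut at about 17% in these data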;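 further: 0% = plate median of test compound wells and 100% = 1 µM Z-Phe-Ala-diazomethylketone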
PREPL inhibitor: human PREPL enzyme inhibition; recombinant PREPL, fluorescence polarization activity-based probe; inhibition, % at 5.96 µM; 0.68% of 320,000 active; AID 2751; in the data active means inhibition above about 43%;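 further: 0% = enzyme with DMSO and 100% = wells lacking enzyme; many of its hits are not listed in these tables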
TPT1 inh: inhibitors of Candida albicans tRNA 2'-phosphotransferase TPT1. recombinant caTPT1, FP RNA substrate dephosphorylation. inhibition, % at 5 µM. 0.81% of 300,000 active. AID 1962;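 active means inhibition above the mean of all tested compounds plus 3 SD, set per screening campaign, cut at about 24% in these data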;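 further: plate controls were DMSO alone for no effect and ferristatin control at 100 nM for full effect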
PP1 counter: blocks human PP1-alpha phosphatase, a PP5 counter-screen. 0.9% of 320,000 active. P62136. inhibition, % at 6.7 µM. purified PP1alpha, OMFP fluorescence;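 active means inhibition above the mean inhibition of all tested compounds plus 3 SD, computed separately for each screening campaign, cut at about 15% in these data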
Target sequence (P62136 whole entry, looked up): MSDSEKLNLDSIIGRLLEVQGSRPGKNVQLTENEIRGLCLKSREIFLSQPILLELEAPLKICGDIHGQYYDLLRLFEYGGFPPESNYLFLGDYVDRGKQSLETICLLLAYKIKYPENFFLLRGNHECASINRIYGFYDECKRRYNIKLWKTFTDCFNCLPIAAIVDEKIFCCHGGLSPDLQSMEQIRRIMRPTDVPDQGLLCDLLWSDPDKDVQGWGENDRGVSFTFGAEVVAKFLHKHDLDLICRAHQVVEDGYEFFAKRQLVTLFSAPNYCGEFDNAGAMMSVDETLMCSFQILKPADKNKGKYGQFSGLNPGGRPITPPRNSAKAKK
GASC-1 inh: human JMJD2C demethylase inhibition | Q9H3R0 | GST-JMJD2C(1-420) H3K9me3 demethylation, DELFIA europium | inhibition, % at 2.35 µM | AID 2099 | 0.069% of 330,000 active;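 active means more than half of a compound's replicate wells show inhibition beyond 50%, single wells judged on their own value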;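 further: signal counts dimethyl H3K9 product captured on neutravidin plate; 0% = median of DMSO wells and 100% = 0.3 times that DMSO median; strong numbers were not always called active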
Target sequence (Q9H3R0 1-420 limits assumed): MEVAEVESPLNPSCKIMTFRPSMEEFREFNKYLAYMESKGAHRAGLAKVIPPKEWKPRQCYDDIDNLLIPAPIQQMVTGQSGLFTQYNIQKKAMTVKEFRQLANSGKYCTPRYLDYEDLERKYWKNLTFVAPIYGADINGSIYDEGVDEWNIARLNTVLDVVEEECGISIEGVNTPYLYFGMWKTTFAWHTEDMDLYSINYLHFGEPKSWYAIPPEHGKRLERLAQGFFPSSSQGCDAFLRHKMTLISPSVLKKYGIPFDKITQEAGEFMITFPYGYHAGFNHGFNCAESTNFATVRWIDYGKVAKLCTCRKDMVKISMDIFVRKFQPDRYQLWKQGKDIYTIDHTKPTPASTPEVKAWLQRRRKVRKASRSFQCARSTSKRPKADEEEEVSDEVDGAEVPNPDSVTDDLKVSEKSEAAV
PP5 primary: PP5 (human) phosphatase inhibition. purified PP5c, OMFP substrate fluorescence. 0.18% of 320,000 active. inhibition, % at 6.7 µM;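 active means inhibition above the campaign's mean inhibition across all tested compounds plus 3 SD, cut at about 9.5% in these data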;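 further: 0% = DMSO only and 100% = 100 µM cantharidin control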
Efflux pump inh: inhibitors of Candida antifungal efflux pumps expressed in yeast; S. cerevisiae Candida pump triplex, Nile Red efflux; inhibition, % at 10 µM; 0.44% of 330,000 active;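 active means plate passing quality check with inhibition over a set limit, or well fluorescence over plate mean plus 4 SD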;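 further: Nile Red retained in pooled yeast measured as flow cytometry median fluorescence; 0% = buffer negative control and 100% = Enniatin B positive control; higher means more Nile Red kept so more efflux inhibition; some compounds called inactive have numbers as strong as hits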
Active calls of the source: *; . = no result given; & = joins results of further samples. Only part of the results is shown; the hit share may differ from the screen's.

1. CCC(CC)NC(=O)C1CCN(c2ccc(S(=O)(=O)N3CCOCC3)cc2[N+](=O)[O-])CC1
2. Cc1cc2cc(CCNC(=O)C(C)C)c(=O)[nH]c2cc1C
3. O=C(Cc1ccc(Cl)cc1)Nc1ccc2oc(=O)ccc2c1
4. COc1ccccc1N1CC(C(=O)Nc2nnc(SCc3cccnc3)s2)CC1=O (configuration not stated)
5. COc1ccc(-c2nc(CS(=O)(=O)CC(=O)NCc3cccc(Br)c3)c(C)o2)cc1
6. Cc1sc2ncn(CC(=O)NCc3ccco3)c(=O)c2c1-c1ccc(F)cc1
Screen / compound no.	1	2	3	4	5	6
core dimer inh	.	-2	-2	2	19	29
LYPLA2 inh	11	3	5	10	-15	-7
Fh CTSL1 inh	.	2	-3	0	0	1
PREPL inhibitor	2	-3	-7	1	-26	-2
TPT1 inh	.	0	0	2	2	2
PP1 counter	-2	-1	0	2	2	-2
GASC-1 inh	1	-3	0	15	5	-6
PP5 primary	1.8	1.3	0.4	2.3	-2.1	1.7
Efflux pump inh	0.0	0.0	0.1	0.0	0.0	-0.1

7. Oc1ccccc1Cn1c(-c2ccccc2O)nc2ccccc21
8. Cc1ccc2cccc(SCC(=O)NCC#N)c2n1
9. Cc1ccc(CNC(=O)C23CN(Cc4ccccc4)CC2C(c2ccc([N+](=O)[O-])cc2)=NO3)cc1 (configuration not stated)
10. CN(Cc1ccccc1)C(=O)CN1C(=O)NC(C)(c2ccc(Cl)cc2)C1=O (configuration not stated)
11. Cc1ccc(C(=O)C2C(c3cccs3)NC(=O)NC2(O)C(F)(F)F)cc1 (configuration not stated)
12. CC(=O)n1cc([C@H]2C=C(C(=O)N3CCN(Cc4ccc5c(c4)OCO5)CC3)O[C@@H](OCCCCO)C2)c2ccccc21
Screen / compound no.	7	8	9	10	11	12
core dimer inh	0	-11	17	10	-7	4
LYPLA2 inh	-2	4	3	-8	4	9
Fh CTSL1 inh	-1	4	1	2	2	1
PREPL inhibitor	8	9	15	-9	13	-49
TPT1 inh	-2	-1	-3	-3	-3	0
PP1 counter	-3	-2	6	-3	-1	2
GASC-1 inh	2	1	2	6	-4	-2
PP5 primary	5.8	-3.0	1.8	0.7	1.2	3.0
Efflux pump inh	0.1	0.5	0.1	-0.1	-0.1	0.0

13. FC(F)(F)c1cccc(-c2nn[nH]n2)c1
14. COCCOc1nc2c(c(=O)n(C)c(=O)n2C)n1CCc1ccccc1
15. Cc1ccc(S(=O)(=O)NCCC(=O)NCc2ccc(Cl)cc2)cc1C
16. Cc1cc(Cl)cc(C)c1OCCCCN1CCOCC1
17. Cc1ccc(S(=O)(=O)N(C)c2cc(S(N)(=O)=O)c(C)cc2C)cc1
18. COc1ccc(CCc2nnc(CCC(=O)N(C)Cc3ccncc3C)o2)cc1
Screen / compound no.	13	14	15	16	17	18
core dimer inh	-2	-7	.	-2	1	-8
LYPLA2 inh	1	-8	2	1	5	1
Fh CTSL1 inh	-3	-1	.	0	4	1
PREPL inhibitor	-7	-1	-14	-28	8	12
TPT1 inh	-4	8	.	-1	-4	0
PP1 counter	-3	-9	-1	-1	-2	2
GASC-1 inh	6	-1	-3	43	7	-3
PP5 primary	-0.3	1.2	3.3	-2.7	-2.4	-0.7
Efflux pump inh	0.1	0.3	-0.4	-0.1	-0.2	-0.4

19. COc1ccc(CC(=O)OCC(=O)N2CCCc3ccccc32)cc1
20. COc1cccc2cc(C(=O)C3=C(O)C(=O)N(CCN4CCOCC4)C3c3cccc(Cl)c3)oc12 (configuration not stated)
21. O=C(c1nc(-c2ccccc2)n(-c2ccccc2)n1)N1CCN(S(=O)(=O)c2ccccc2)CC1
22. Cc1c(C(=O)NCc2ccccc2)c(-c2ccccc2)nn1-c1ccccc1
23. CCCCN(C)CCNC(=O)c1cn(C)c(=O)c2c1c1ccccc1n2C
24. O=C(Nc1cccs1)Nc1ccc(Br)cc1F
Screen / compound no.	19	20	21	22	23	24
core dimer inh	0	12	20	-1	0	-9
LYPLA2 inh	-2	4	-2	-3	-7	6
Fh CTSL1 inh	-3	4	1	1	-2	2
PREPL inhibitor	0	-7	5	2	11	21
TPT1 inh	1	4	-2	1	3	0
PP1 counter	1	23*	-2	1	-13	8
GASC-1 inh	2	0	-7	-4	14	-3
PP5 primary	0.1	-1.9	2.4	0.5	-8.5	2.1
Efflux pump inh	0.1	0.8	0.2	-0.2	0.6	0.1

Part of the list above, showing only LYPLA2 inh:
| no. | molecule | LYPLA2 inh |
| --- | --- | --- |
| 20 | COc1cccc2cc(C(=O)C3=C(O)C(=O)N(CCN4CCOCC4)C3c3cccc(Cl)c3)oc12 (configuration not stated) | 4 |
| 23 | CCCCN(C)CCNC(=O)c1cn(C)c(=O)c2c1c1ccccc1n2C | -7 |
| 19 | COc1ccc(CC(=O)OCC(=O)N2CCCc3ccccc32)cc1 | -2 |

Other structures follow.
25. O=C(COC(=O)c1cccc(O)c1)NC(=O)Cc1ccccc1
26. CCOCCCNS(=O)(=O)c1ccc(NC(=O)Cc2c(F)cccc2Cl)cc1
27. CCCCOC(=O)c1ccc(NC(=O)Nc2ccc(OC)c(OC)c2)cc1
28. CC(C)(C)NC(=O)COc1ccc(CNc2ncn[nH]2)cc1
29. COC(=O)C(Cc1c[nH]c2ccccc12)NC(=O)c1cccc(S(=O)(=O)N2CCCCC2)c1 (configuration not stated)
30. O=C(CCCOc1ccccc1)Nc1ccc(Br)cc1
Screen / compound no.	25	26	27	28	29	30
core dimer inh	2	-1	-2	1	.	2
LYPLA2 inh	4	-3	-5	2	-2	5
Fh CTSL1 inh	-5	-6	6	3	.	1
PREPL inhibitor	1	8	21	2	5	-36
TPT1 inh	-4	-1	-2	-5	.	-3
PP1 counter	0	3	3	-3	-3	0
GASC-1 inh	14	-1	5	-5	11	-1
PP5 primary	1.3	3.2	4.1	-1.4	2.8	2.8
Efflux pump inh	4.3	0.1	-0.1	-0.1	0.4	0.0

31. O=[N+]([O-])c1ccc(/C=N/n2c(C3CCCCC3)n[nH]c2=S)cc1
32. Cc1ccc(C(=O)NNC(=S)NC(=O)c2ccc(Cl)cc2)cc1
33. COc1ccc(/C=C/C(=O)c2ccccc2)cc1COc1ccccc1F
34. CNC(=O)N(O)C1N(/N=C/c2cccnc2)C(=S)SC1(C)C (configuration not stated)
35. C/C(=N\OCC(=O)N/N=C/c1ccccc1O)c1cccs1
36. COCCNC(=O)/C(C#N)=C\c1ccc(CNS(=O)(=O)c2ccc(C)cc2)o1
Screen / compound no.	31	32	33	34	35	36
core dimer inh	5	0	5	-3	-2	1
LYPLA2 inh	2	4	-4	2	1	-3
Fh CTSL1 inh	0	0	1	13	-3	4
PREPL inhibitor	0	2	-8	17	-11	-3
TPT1 inh	-1	2	0	-2	-3	-3
PP1 counter	1	4	1	-3	-2	-2
GASC-1 inh	10	-7	8	-2	6	3
PP5 primary	0.3	0.3	0.0	-0.6	2.4	-0.2
Efflux pump inh	0.1	-0.2	0.0	0.3	0.2	-0.2

37. COc1ccc(C(=O)COC(=O)CCn2nnc(-c3cccc(O)c3OC)n2)cc1
38. O=C(NNS(=O)(=O)c1ccc(Cl)cc1)c1cc(-c2ccccc2)n[nH]1
39. Cc1cccc(C(=O)NC2CCCc3ccccc32)c1 (configuration not stated)
40. CCn1c(SCC(=O)Nc2ccc3[nH]c(=O)[nH]c3c2)nc2ccccc21
41. O=C(Nc1cc(S(=O)(=O)N2CCCCC2)ccc1Cl)c1ccccc1NS(=O)(=O)c1ccc(F)cc1
42. COC(=O)Nc1nc2ccc(Sc3ccccc3)cc2[nH]1
Screen / compound no.	37	38	39	40	41	42
core dimer inh	2	0	0	.	23	-16
LYPLA2 inh	3	4	-4	2	-2	-5
Fh CTSL1 inh	-1	2	0	.	3	10
PREPL inhibitor	7	-59	1	23	-1	8
TPT1 inh	0	-6	-3	.	2	1
PP1 counter	0	0	-1	-5	20*	5
GASC-1 inh	-23	1	-1	7	-13	-7
PP5 primary	0.5	-0.3	3.2	-1.2	6.8	-1.2
Efflux pump inh	-0.1	-0.2	0.2	0.0	0.3	-0.1

43. Cc1cc(NS(=O)(=O)c2ccc(NC(=S)NC(=O)c3ccc(C(C)(C)C)cc3)cc2)no1
44. CCCCNC(=O)C1CCCN(S(=O)(=O)c2ccc(S(=O)(=O)NCC(C)C)cc2)C1 (configuration not stated)
45. CC(=O)Nc1nc(-c2ccc(Cl)cc2)nc(C)c1C(C)=O
46. O=C(Nc1cnn(C23CC4CC(CC(C4)C2)C3)c1)c1cnn2c(C(F)(F)F)cc(-c3ccco3)nc12
47. Cc1cccc(/C=N/NC(=O)c2cc(C)nc3ccccc23)n1
48. COc1ccc(-c2ccc(CO)o2)cc1N
Screen / compound no.	43	44	45	46	47	48
core dimer inh	23	-4	0	1	-23	-7
LYPLA2 inh	2	1	-8	4	1	1
Fh CTSL1 inh	2	-1	0	3	3	-2
PREPL inhibitor	-6	20	-12	20	11	9
TPT1 inh	3	4	-1	-1	-1	2
PP1 counter	3	3	-1	0	-1	2
GASC-1 inh	6	-7	-2	-16&-1	-1	-1
PP5 primary	4.4	3.6	0.3	2.1	0.6	-0.4
Efflux pump inh	0.0	0.1	-0.1	-0.1	-0.6	-0.1

49. O=C(Nc1ccc(OC(F)F)c(Cl)c1)Nc1ccc2c(c1)OCO2
50. COC(=O)c1ccccc1NC(=O)N1CCN(c2ccc(F)cc2)CC1
51. CNC(=S)Nc1ccc(Br)cc1
52. COc1ccc(CN(C)C(=O)c2ccc(NC(=O)CC3SC(N4CCCC4)=NC3=O)cc2)c(OC)c1 (configuration not stated)
53. COc1ccccc1NC(=O)c1cc([N+](=O)[O-])ccc1NCCN1C(=O)CCC1=O
54. COc1ccc(C(=O)NCc2ccc(S(N)(=O)=O)cc2)cc1[N+](=O)[O-]
Screen / compound no.	49	50	51	52	53	54
core dimer inh	-2	2	-2	2	15	2
LYPLA2 inh	-3	1	-2	1	2	3
Fh CTSL1 inh	2	2	2	1	2	0
PREPL inhibitor	8	18	6	22	17	4
TPT1 inh	-6	1	-1	-2	-4	3
PP1 counter	4	-4	0	-3	-1	-1
GASC-1 inh	-8	13	-2	1	12	-3
PP5 primary	7.1	1.8	1.8	0.5	-3.0	-1.7
Efflux pump inh	0.1	0.1	-0.1	-0.2	-0.1	0.0

55. CCOC(=O)c1[nH]c(C=O)c(C(=O)OCC)c1C
56. Cc1cc2ncc(-c3ncc(C(F)(F)F)cc3Cl)cn2n1
57. O=C(NCc1ccccn1)c1cccs1
58. Cc1cccc(N(CC(=O)NCc2ccco2)C(=O)CNS(=O)(=O)c2ccc(F)cc2)c1
59. CC(C)NC(=O)C(C)Oc1ccc(S(=O)(=O)NCc2ccc3c(c2)OCO3)cc1 (configuration not stated)
60. c1ccc(C[n+]2csc3ccccc32)cc1
61. COCCCn1c(=O)c2ccccc2n(CC(=O)NC2CCCC2)c1=O
62. COc1cccc(N2CCN(C(=O)c3cccc(NC4=NC5CS(=O)(=O)CC5S4)c3)CC2)c1 (configuration not stated)
63. c1ccc(OCCCCn2cnc3ccccc32)cc1
Screen / compound no.	55	56	57	58	59	60	61	62	63
core dimer inh	4	4	0	4	-1	-1	5	2	2
LYPLA2 inh	0	7	5	0	0	0	-1	6	6
Fh CTSL1 inh	-6	-1	-1	7	-3	-2	-1	-1	-3
PREPL inhibitor	2	7	2	7	4	5	-3	14	-12
TPT1 inh	0	-1	-2	0	0	-3	1	-2	5
PP1 counter	-4	-2	-14	-1	-2	-2	1	-6	3
GASC-1 inh	.	8	-1	17	0	0	1	-5	11
PP5 primary	-3.4	1.7	3.9	1.8	-1.1	2.5	1.9	3.4	2.0
Efflux pump inh	-0.1	0.2	0.4	-0.1	0.0	0.0	0.0	0.2	0.2
